pAkt inh: blocks phosphorylation of Akt | Neuro2A IGF-stimulated pAkt S473 HTRF, 20 min; active compounds read low | activity change, % for hits at 50 µM | hit rate 0.32% among 360,000 | AID 651550; in the data active = activity change below about -80%; inconclusive = mostly about -51% to -80%; also: % is scaled to controls: 0 for no effect and ±100 for the full control effect
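Single-point screen (50 µM final compound) in Neuro2A cells stimulated 20 min with 6 nM IGF at 37 deg C. After lysis, Ser473-phosphorylated Akt read by HTRF (ex 330 nm, em 615/665 nm) as the 665/615 ratio.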
Abeta rescue: A-beta toxicity reversal in yeast; yeast expressing A-beta42, growth rescue, OD600, 48 h; response scale: 0% DMSO, 100% iron-clioquinol control; AID 1347071; Potency, µM (doses to about 46.1 µM), inactives show at the highest dose growth rescue, hits mostly activators; hit rate 0.063% among 410,000; also: potency is read from the fitted curve at half-maximal effect; nearly all actives have a fitted effect of over 55% in size
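Growth rescue measured by 600 nm absorbance after 48 h yeast culture at 30 C with compound. Values normalized between DMSO and an equimolar ferric chloride plus clioquinol control.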
Mm-Cpn inhibitor: M. maripaludis TRiC chaperonin inhibition | AID 504842 | purified Mm-Cpn ATPase, ADP Transcreener TR-FRET | Potency, µM (titrated, usually from 76.9 µM), inactives show at the highest dose activity, negative = inhibition, hits mostly inhibitors | hit rate 0.031% among 330,000; also: potency is read from the fitted curve at half-maximal effect; % is scaled to controls: 0 for no effect and ±100 for the full control effect; nearly all actives have a fitted effect of over 80% in size
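Measured: ADP formation by purified Mm-CPN. Conditions: 25 nM protein, 10 uM ATP, Tris pH 7.4 with Mg2+, K+ and DTT, 37°C for 30 min. Detection: Transcreener HTRF after 30 min at room temperature.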
HepG2 tox: kills HepG2 cells in TGF-b inhibitor counter-screen; Potency, µM (doses to about 46.1 µM), without a hit: at the top dose activity change, negative = cytotoxicity, most hits filed as cytotoxic; HepG2 CAGA-GFP viability, ATP luminescence, 18 h; hit rate 0.76% among 410,000; also: potency is read from the fitted curve at half-maximal effect; some results filed as inactive show a strong effect at the top dose
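CellTiter-Glo luminescence gave cytotoxicity after 18 hours at 37 degrees C. The cells were HepG2 CAGA-GFP in 1% FBS DMEM, stimulated with 500 pg/mL TGF-beta after compound addition. %Activity was normalised to no-cell wells (complete cell-killing) and DMSO (no toxicity), and curves were fitted and classified.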
CCT modulator: cytosolic chaperonin activity modulation; purified chaperonin ATPase assay, HTRF ADP detection, 30 min; activity change, % (concentration not given with the values), hits read low; hit rate 0.3% among 360,000; AID 651819; in the data active = activity change below about -30%; also: % is scaled to controls: 0 for no effect and ±100 for the full control effect
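First, chaperonin was dispensed at 40 nM or 20 nM final depending on batch activity. Next, compounds were pinned at 76 uM and ATP added at 10 uM. After 30 min at 37 °C, ADP detection reagents ran 30 min at ambient temperature.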
Nrf2 ARE act: activators of Nrf2 (ARE) signaling | AREc32 ARE-luciferase reporter (MCF7-derived line), luminescence, 24 h | Potency, µM (titrated, usually from 46.1 µM), for the others: at the highest dose activation, hits mostly activators | hit rate 0.31% among 410,000 | AID 624171; also: potency is read from the fitted curve at half-maximal effect; % of control where 0% means no effect; nearly all actives have a fitted effect of over 65% in size
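AREc32 cells carrying an ARE-driven firefly luciferase reporter were seeded at 1000 cells/well in OPTI-MEM with 5% FBS, then exposed to compound for 24 hr at 37 deg C. Luminescence was read with Steady-Glo after 30 min at RT.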
TGFb SMAD3 inh: blocks TGF-b signaling | HepG2 CAGA-GFP TGF-b/SMAD3 reporter, GFP fluorescence, 18 h; TGF-beta stimulated, 500 pg/mL final | Potency, µM (doses to about 46.1 µM), for inactives: at the top dose activity, negative = inhibition, usual class: inhibitors | hit rate 1.2% among 410,000 | AID 588855; also: potency is read from the fitted curve at half-maximal effect; % is scaled to controls: 0 for no effect and ±100 for the full control effect; nearly all actives have a fitted effect of over 65% in size
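HEPG2 CAGA-GFP cells (1000/well, DMEM with 1% FBS) were pre-incubated 2 h at 37 degrees C, given compound by pin tool, then stimulated with TGF-beta at 500 pg/mL final for 18 h before per-cell GFP fluorescence imaging.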
A549 viability: A549 cytotoxicity, counter-screen for Nrf2 inhibitors; AID 504648; hit rate 0.16% among 390,000; A549 ARE-Fluc cells, CellTiter-Fluor viability, 18-24 h; Potency, µM (doses to about 46 µM), for the others: at the highest dose activity change, negative = cytotoxicity, most hits filed as inhibitors; also: potency is read from the fitted curve at half-maximal effect; % is scaled to controls: 0 for no effect and ±100 for the full control effect
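A549 ARE-Fluc cells in 5% FBS OPTI-MEM, 5000 cells/well, rested 2 h then exposed to compounds in concentration-response for 18-24 h at 37 °C. Viability by CellTiter-Fluor fluorescence (Ex 405/Em 525) after 30 min; luciferase luminescence (BugLite, 15 min, RT) read afterwards.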
Nrf2 inh: Nrf2 pathway inhibition; Potency, µM (highest dose often 46 µM), without a hit: at the highest dose activity change, negative = inhibition, actives largely listed as inhibitors; hit rate 2.1% among 360,000; A549 ARE-Fluc reporter, luciferase luminescence, 18-24 h; AID 504444; also: potency is read from the fitted curve at half-maximal effect; % is scaled to controls: 0 for no effect and ±100 for the full control effect; nearly all actives have a fitted effect of over 60% in size
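A549 ARE_Fluc cells (5000/well, 5% FBS OPTI-MEM) pre-incubated 2 h, then treated with compounds 18-24 h at 37C/5% CO2 in concentration-response. CellTiter-Fluor viability read first; BugLite luciferase luminescence after 15 min at room temperature gives Nrf2 activity.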
An asterisk follows results filed as active; i = inactive; ? = inconclusive; . = not tested or not shown; & = joins results of further samples; [ ] = dose if it differs, or a comment. Unless noted, calls follow the shape of the dose curve; as a rule, active = well fitted curve in the direction sought with a large enough effect; inconclusive = small, poorly fitted or top-dose-only effect, or another doubt; inactive = no such curve, though single readings can be large; an effect the other way counts as inactive or inconclusive. Not a hit list. About 4.3% of those tested had a hit in this group.

Labels used below: A = pAkt inh; B = Abeta rescue; C = Mm-Cpn inhibitor; D = HepG2 tox; E = CCT modulator; F = Nrf2 ARE act; G = TGFb SMAD3 inh; H = A549 viability; I = Nrf2 inh
> Nc1cc(S(=O)(=O)Nc2cc(Cl)ccc2Cl)ccc1N1CCOCC1
  A: i	B: -5%	C: 0%	D: -27%	E: -5.2	F: 0.1%	G: -1%	H: 0%	I: ?
> COc1cccc(/C=N/Nc2cc(C)nc(-c3ccccc3O)n2)c1O
  A: i	B: ?	C: -8%	D: -57%	E: -0.4	F: -3.7%	G: ?	H: ?	I: 15µM*
> CCCNC(=O)c1nc(C)c(C)nc1C(=O)Nc1cccc(Cl)c1
  A: i	B: 1%	C: -2%	D: -12%	E: 0.6	F: -0.3%	G: -4%	H: -2%	I: -5%
> O=C(CN1CCN(Cc2ccccc2Cl)C1=O)NCc1cccnc1
  A: i	B: -1%	C: 1%	D: -2%	E: 0.7	F: -0.2%	G: -2%	H: 5%	I: ?
> Cc1ccc(-n2c(=O)c3cccnc3n2CC(=O)NCc2ccc(F)cc2)cc1C
  A: .	B: 0%	C: .	D: -20%	E: .	F: 6.4%	G: ?	H: -5%	I: -8%
> O=C(CCCCCn1c(=O)[nH]c2ccsc2c1=O)NCc1ccc(F)cc1
  A: i	B: -4%	C: -1%	D: -45%	E: -6.6	F: -0.7%	G: -18%	H: 2%	I: ?
> COc1ccc(C2C(C#N)=C(N)N(c3ccccc3)C3=C2C(=O)CCC3)cc1Cn1cc([N+](=O)[O-])cn1 (stereo unspecified)
  A: i	B: 4%	C: 1%	D: -10%	E: 2.3	F: -0.1%	G: ?	H: 1%	I: -9%
> Cc1nn(CC(=O)N2CCC(C)CC2)c(=O)c2cccn12
  A: .	B: -17%	C: 0%	D: 14%	E: -55*	F: -0.7%	G: 14%	H: 4%	I: ?
> COc1ccc(C2N(c3ccccc3)CCN2c2ccccc2)cc1O
  A: i	B: 2%	C: 0%	D: -3%	E: 0.2	F: 2.6%	G: 4%	H: 5%	I: ?
> COc1ccc(Nc2nc(N3CCOCC3)nc(N3CCOCC3)n2)c(OC)c1
  A: i	B: -30%	C: -1%	D: -11%	E: 0.6	F: 0.6%	G: -21%	H: 24%	I: 10%
> O=C1N(c2ccccc2)C[C@@H]2C[C@@H](c3cc4ccccc4o3)N3CCC[C@@]123
  A: i	B: -10%	C: 2%	D: 2%	E: -3.8	F: 0.2%	G: 0.13µM*	H: ?	I: 1.2µM*
> O=c1oc2ccccc2nc1/C=C(\O)c1ccc(Br)cc1
  A: i	B: 0%	C: -1%	D: -4%	E: -2.2	F: ?	G: -4%	H: -15%	I: ?
> CCCCCCSc1ccc(-c2nc3cc(C)ccn3c2NC2CCCCC2)cc1
  A: i	B: -49%&-60%[inhibitor]	C: 0%	D: -18%	E: -0.3&-1.3	F: -0.5%&-0.5%	G: ?	H: -18%	I: -13%
> C=CCN1C(=O)CSc2ccc(C(=O)NCc3ccco3)cc21
  A: i	B: -3%	C: -11%	D: -11%	E: -1.0	F: 6.1%	G: 23%	H: 7%	I: 16%
> O=[N+]([O-])c1cc(S(=O)(=O)N2CCCC2)ccc1OCc1ccccc1
  A: i	B: -12%	C: 1%	D: -21%	E: 1.2	F: -1.0%	G: -3%	H: 5%	I: -13%
> CCCc1cc(=O)n2c(C(=O)Nc3ccc(OCC)cc3)c(C(=O)Nc3ccc(C)cc3)sc2n1
  A: .	B: -12%	C: .	D: -20%	E: .	F: -0.1%	G: 0%	H: -10%	I: 4%
> Cc1ccc2cc(CN(C(=O)c3cccc(Cl)c3)c3ccccc3)c(=O)[nH]c2c1
  A: .	B: -6%	C: .	D: 3%	E: .	F: -0.2%	G: 6%	H: -14%	I: ?
> CCOCCCNC(=O)C(NC(=O)c1ccc(=O)[nH]c1)c1ccc(C)cc1 (stereo unspecified)
  A: i	B: -9%	C: -1%	D: -19%	E: -1.1	F: 0.4%	G: -26%	H: 2%	I: -8%
> CCOCCCNC(=O)c1ccccc1NC(=O)C1=C(C)OCCS1
  A: i	B: 4%	C: 0%	D: 2%	E: -0.1	F: -0.3%	G: -4%	H: 7%	I: -6%
> CCN1CCN(CC(O)COC(C)C)CC1 (stereo unspecified)
  A: i	B: -3%	C: 2%	D: -5%	E: -2.4	F: 0.0%	G: 1%	H: 19%	I: .
> COC(=O)c1ccc(NC(=O)N2CCc3c([nH]c4ccccc34)C2c2ccc(C)cc2)cc1 (stereo unspecified)
  A: .	B: -25%	C: .	D: -42%	E: .	F: 5.3%	G: .	H: -4%	I: 0%
> O=C(N/N=C\c1ccc(Cl)cc1)C1=NOC2COC3(CCN(c4ccc([N+](=O)[O-])cc4)CC3)OCC12 (stereo unspecified)
  A: i	B: -36%[inhibitor]	C: -3%	D: -7%	E: -1.0	F: -0.1%	G: -16%	H: ?	I: 2.6µM*
> O=C1CCN(S(=O)(=O)c2ccccc2)CCN1CCOCc1ccccc1
  A: i	B: -11%	C: 2%	D: 5%	E: -0.9	F: -1.1%	G: 5%	H: 0%	I: 6%
> N#CC(C(=O)NC1CC1)c1nc2ccccc2nc1N1CCCC1 (stereo unspecified)
  A: i	B: 2%	C: -1%	D: -8%	E: 0.1	F: 0.3%	G: 19%	H: -8%	I: .
> O=C(NNS(=O)(=O)c1ccc(F)cc1)C1CCN(S(=O)(=O)c2ccccc2)CC1
  A: i	B: 6%	C: 1%	D: 1%	E: 1.5	F: 0.4%	G: 0%	H: 0%	I: 0%

An excerpt from above in order of the CCT modulator value, largest number first:
compound	pAkt inh	Mm-Cpn inhibitor	CCT modulator	TGFb SMAD3 inh
N#CC(C(=O)NC1CC1)c1nc2ccccc2nc1N1CCCC1 (stereo unspecified)	i	-1%	0.1	19%
CCN1CCN(CC(O)COC(C)C)CC1 (stereo unspecified)	i	2%	-2.4	1%
O=C(CCCCCn1c(=O)[nH]c2ccsc2c1=O)NCc1ccc(F)cc1	i	-1%	-6.6	-18%

Next part.
Labels used below: A = pAkt inh; B = Abeta rescue; C = Mm-Cpn inhibitor; D = HepG2 tox; E = CCT modulator; F = Nrf2 ARE act; G = TGFb SMAD3 inh; H = A549 viability; I = Nrf2 inh
> COc1ccc(CNc2nc3c(c(=O)n(Cc4ccc(Cl)cc4)c(=O)n3C)n2C)cc1
  A: i	B: ?	C: -1%	D: -8%	E: 0.8	F: -0.4%	G: -5%	H: ?	I: 9.2µM*
> Cc1cccc(CN2CCN(CC(C)C)C(CCO)C2)n1 (stereo unspecified)
  A: i	B: -1%	C: 0%	D: -21%	E: -3.2	F: -0.4%	G: 0%	H: 15%	I: 4%
> CC1=C(CC(=O)c2ccccc2)C(=O)c2ccccc2C1=O
  A: i	B: -19%	C: -3%	D: 6.3µM*	E: -2.6	F: -3.0%	G: 6.3µM*	H: ?	I: 24%
> CCCC[n+]1ccn(C2=C([O-])c3ccccc3C(=O)/C2=N\S(=O)(=O)c2ccc(Br)cc2)c1
  A: i	B: 1%	C: 0%	D: -44%	E: 0.2	F: 3.1%	G: 6.3µM*	H: ?	I: ?
> NC(=S)n1[nH]c(-c2ccccc2)c(N=Nc2ccccc2C(=O)N2CCOCC2)c1=O
  A: i	B: 4%	C: -18%	D: -9%	E: -2.8	F: 3.0%	G: 1%	H: -5%	I: -12%
> CCOc1ccccc1C(C(=O)NC1CCCC1)N(Cc1ccco1)C(=O)CNC(=O)c1ccco1 (stereo unspecified)
  A: i	B: 17%	C: 0%	D: -1%	E: -2.1	F: 0.1%	G: ?	H: -11%	I: 5%
> CCCCN1C(=O)c2ccc(C(=O)NC3(C)CCS(=O)(=O)C3)cc2C1=O (stereo unspecified)
  A: i	B: -13%	C: 1%	D: -13%	E: 2.0	F: -1.3%	G: -14%	H: 0%	I: 17%
> CCc1ccc(/C=N/NC(=O)c2cc(C3CC3)nc3ccc(Br)cc23)s1
  A: i	B: -8%	C: -1%	D: -33%	E: 2.9	F: 2.0%	G: -27%	H: -17%	I: -4%
> OCC[C@@H]1C[C@@H](O)[C@H](O)[C@]2(Cc3ccccc3CO2)O1
  A: i	B: -6%	C: 0%	D: -2%	E: -2.6	F: 0.5%	G: 11%	H: -1%	I: -12%
> COC(=O)NCC(c1cccnc1)N1CCOCC1 (stereo unspecified)
  A: i	B: -1%	C: ?	D: -6%	E: -1.3	F: -0.1%	G: -15%	H: 14%	I: ?
> COC1=C(OC)C(=O)C(Sc2ccc3ccccc3c2)=CC1=O
  A: i	B: -20%	C: .	D: -61%	E: -0.9	F: ?	G: ?	H: 0%	I: 5%
> NC(=O)c1sc2nc(N3CCOCC3)c3c(c2c1N)CCCC3
  A: .	B: -3%	C: -11%	D: 3%	E: 0.0	F: -0.9%	G: 16%	H: 0%	I: -25%
> O=c1[nH]c2cccnc2n1Cc1ccco1
  A: i	B: -8%	C: 2%	D: 7%	E: 0.0	F: 0.0%	G: -15%	H: -18%	I: 6%
> O=C(COC(=O)c1ccccc1-c1nc2ccccc2s1)Nc1ccccc1C(F)(F)F
  A: i	B: -3%	C: -9%	D: 5%	E: -0.2	F: 0.4%	G: -1%	H: 1%	I: 28%

Screening results: PubChem BioAssay, National Center for Advancing Translational Sciences (NCATS)
